# Assay outcomes from PubChem.
# ALOX12 inh = Primary qHTS assay for inhibitors of human arachidonate 12S-lipoxygenase (ALOX12): Round 2; 580,000 compounds, 1.1% hits; Potency, µM (highest dose often 108 µM), inactives show at the highest dose activity change, negative = inhibition, actives largely listed as inhibitors; Polyunsaturated fatty acid lipoxygenase ALOX12 (Homo sapiens), P18054; purified 12hLO, xylenol orange hydroperoxide absorbance; also: potency is read from the fitted curve at half-maximal effect; % is scaled to controls: 0 for no effect and ±100 for the full control effect
# Target sequence (P18054 whole entry, looked up): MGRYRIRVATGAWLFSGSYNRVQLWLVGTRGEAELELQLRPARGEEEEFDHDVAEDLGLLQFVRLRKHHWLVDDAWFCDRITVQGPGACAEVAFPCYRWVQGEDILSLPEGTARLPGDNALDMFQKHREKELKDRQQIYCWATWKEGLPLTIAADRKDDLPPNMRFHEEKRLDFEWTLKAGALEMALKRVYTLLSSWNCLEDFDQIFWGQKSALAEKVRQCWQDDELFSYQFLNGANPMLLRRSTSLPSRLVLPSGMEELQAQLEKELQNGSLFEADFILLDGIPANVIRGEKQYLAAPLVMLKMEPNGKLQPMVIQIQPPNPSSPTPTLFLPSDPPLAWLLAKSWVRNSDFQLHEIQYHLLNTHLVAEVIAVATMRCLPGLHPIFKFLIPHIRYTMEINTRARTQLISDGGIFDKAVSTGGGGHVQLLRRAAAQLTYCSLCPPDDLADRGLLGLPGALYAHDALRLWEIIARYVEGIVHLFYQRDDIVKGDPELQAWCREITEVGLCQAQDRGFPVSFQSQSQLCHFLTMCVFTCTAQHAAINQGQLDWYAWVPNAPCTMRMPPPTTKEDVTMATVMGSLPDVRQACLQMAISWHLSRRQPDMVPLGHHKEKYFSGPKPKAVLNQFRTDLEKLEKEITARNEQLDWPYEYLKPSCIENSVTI
#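 Purified human 12hLO at 150 nM in 25 mM Hepes, 0.01% Triton X-100, pH 7.0, preincubated 15 min at room temperature with compound. Reaction started with 40 uM arachidonic acid, 30 min at room temperature. Hydroperoxide measured by Fe-xylenol orange, 573/405 nm absorbance ratio.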
# APEX1 inh = qHTS Assay for Inhibitors of the Human Apurinic/apyrimidinic Endonuclease 1 (APE1). DNA repair nuclease/redox regulator APEX1 (Homo sapiens), P27695. recombinant APE1, TAMRA/BHQ-2 abasic DNA cleavage fluorescence. Potency, µM (doses to about 65.8 µM), for inactives: at the highest dose activity change, negative = inhibition, usual class: inhibitors. 350,000 compounds, 0.35% hits. AID 2517, 2012;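 also: potency is read from the fitted curve at half-maximal effect; plate controls were vehicle for no effect and reference inhibitor for full effect; nearly all actives have a fitted effect of over 55% in size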
# Target sequence (P27695 whole entry, looked up): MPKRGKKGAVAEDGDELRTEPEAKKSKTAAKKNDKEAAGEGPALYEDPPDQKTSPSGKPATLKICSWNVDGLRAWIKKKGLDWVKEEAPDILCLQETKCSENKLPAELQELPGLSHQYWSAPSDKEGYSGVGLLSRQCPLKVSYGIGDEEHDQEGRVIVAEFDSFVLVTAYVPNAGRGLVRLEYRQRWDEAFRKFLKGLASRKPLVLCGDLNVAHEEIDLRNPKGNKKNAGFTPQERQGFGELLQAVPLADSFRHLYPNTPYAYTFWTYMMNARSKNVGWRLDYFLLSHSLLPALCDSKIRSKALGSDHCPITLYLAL
#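 Substrate: short duplex with […] THF abasic site, 5'-TAMRA and 3'-BHQ-2, 50 nM final. APE1 at 0.75 nM, preincubated 15 min RT with compound. Fluorescence increase from first to third read measured activity.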
# Pol iota inh = qHTS for Inhibitors of Polymerase Iota. Pol iota fluorescent replication assay, 10 min. 390,000 compounds, 1% hits. Potency, µM (series often up to 115 µM), for the others: at the highest dose activity, negative = inhibition, hits mostly inhibitors. AID 588590, 2011; also: potency is read from the fitted curve at half-maximal effect
#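 Pol iota at 10 nM preincubated 15 min with compounds at room temperature; reaction started with fluorescent substrate, 50 nM final. Fluorescence read kinetically at 0 and 10 min; buffer-only wells as negative control.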
# ERG-DNA inh = qHTS for Small Molecule Inhibitors of the ERG Ets/DNA interaction; Transcriptional regulator ERG (Homo sapiens), P11308; fluorescence polarization, His-ERG Ets domain / labelled DNA; Potency, µM (titrated, usually from 76.9 µM), without a hit: top-dose FP activity, negative = inhibition, actives largely listed as inhibitors; 370,000 compounds, 0.028% hits; AID 624246, 2012; active = well fitted inhibition curve with a large enough effect in the polarisation, with a control signal flat; inconclusive = small, poorly fitted or top-dose-only effect, or effect the other way, or a change in a side signal; inactive = no such curve, though single readings can be large or run the other way; the % refers to the polarisation;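 also: polarization taken with two DNA probes labelled with fluorescein and Texas red; potency is read from the fitted curve at half-maximal effect; % of control where 0% means no effect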
#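 His-tagged ERG Ets domain (1 uM in the protein solution; 300mM KCl, 50mM Tris-HCl, 1mM EDTA, 1mM DTT, pH 7.5) received compound, then a probe mix of 5 nM fluorescein-DNA and 100nM Texas-615-DNA. Fluorescence polarization was read for both dyes.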
# Anesthetic bind = qHTS Assay for Identification of Novel General Anesthetics; Potency, µM (series often up to 77.5 µM), inactives show top-dose activity change, negative = displacement, actives largely listed as inhibitors; AID 485281, 2010; apoferritin/1-aminoanthracene competitive binding, fluorescence; 350,000 compounds, 0.074% hits; also: potency is read from the fitted curve at half-maximal effect; % is scaled to controls: 0 for no effect and ±100 for the full control effect; nearly all actives have a fitted effect of over 20% in size
#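 Horse-spleen apoferritin (10 uM) in 50% saturated 1-aminoanthracene in PBS was incubated 10 min at room temperature with compound. Fluorescence (ex 380, em 535 nm) was normalized to free and bound 1-AMA, with concentration-response fitted by a four-parameter Hill equation.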
# TRHR ag = qHTS for Small Molecule Agonists and Allosteric Enhancers of Human TRH Receptor: Primary Screen for Agonists. activation, % at 2 µM. TRHR cells, calcium flux fluo-8, FDSS agonist mode. Thyrotropin-releasing hormone receptor (Homo sapiens), P34981. 360,000 compounds, 0.18% hits; in the data active = activation above about 30%; also: 0% is about no effect
#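 Read-out: compound-evoked intracellular calcium rise in TRHR cells, fluo-8 dye, kinetic FDSS fluorescence at 1 s/cycle following a 10-cycle baseline. Cells cultured overnight before dye loading (30 min–1.5 h, RT).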
# Pol beta inh = qHTS Assay for Inhibitors of DNA Polymerase Beta. Pol beta primer extension/strand displacement, fluorescence kinetic. AID 485314, 2010. 340,000 compounds, 1.3% hits. Potency, µM (doses to about 114 µM), without a hit: at the top dose activity change, negative = inhibition, actives largely listed as inhibitors; also: potency is read from the fitted curve at half-maximal effect; % is scaled to controls: 0 for no effect and ±100 for the full control effect
#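 Pol beta (10 nM) and compounds were preincubated 15 min at room temperature, then 50 nM substrate (final) started primer extension/strand displacement. Reads were taken at 0 and 10 min; concentration-response data were fitted to a four-parameter Hill equation.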
# Pol kappa inh = qHTS for Inhibitors of Polymerase Kappa; AID 588579, 2011; DNA polymerase kappa (Homo sapiens), Q9UBT6; Potency, µM (highest dose often 107 µM), for inactives: top-dose activity, negative = inhibition, hits mostly inhibitors; 400,000 compounds, 0.53% hits; purified Pol kappa, fluorescent DNA synthesis assay, 10 min; also: potency is read from the fitted curve at half-maximal effect; % is scaled to controls: 0 for no effect and ±100 for the full control effect
#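 Readout: fluorescence, taken kinetically at 0 and 10 min. Conditions: 10 nM Pol kappa, 15 min RT compound preincubation, 50 nM substrate final. Controls: enzyme-free buffer wells.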
# BLM inh = qHTS Assay for Inhibitors of Bloom's syndrome helicase (BLM); RecQ-like DNA helicase BLM (Homo sapiens), P54132; recombinant BLM DNA unwinding, fluorescence dequenching; Potency, µM (highest dose often 56.1 µM), for inactives: top-dose activity change, negative = inhibition, most hits filed as inhibitors; 350,000 compounds, 0.2% hits;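 also: potency is read from the fitted curve at half-maximal effect; plate controls were vehicle for no effect and no enzyme for full effect; nearly all actives have a fitted effect of over 35% in size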
# Starred values were filed as active, the others as inactive; i = inactive; ? = inconclusive; · = no result given; & = joins results of further samples; [ ] = dose if it differs, or a comment. Unless noted, calls follow the shape of the dose curve; as a rule, active = well fitted curve in the direction sought with a large enough effect; inconclusive = small, poorly fitted or top-dose-only effect, or another doubt; inactive = no such curve, though single readings can be large; an effect the other way counts as inactive or inconclusive. These rows are one share of the data (hit frequency here may not be typical).
compound,ERG-DNA inh,ALOX12 inh,BLM inh,APEX1 inh,Anesthetic bind,Pol kappa inh,Pol beta inh,Pol iota inh,TRHR ag
C#Cc1cccc(NC(=O)Cc2cccs2)c1,-7%,6%,-6%,15%,?,-7%,-14%,-17%,0.1
CC(=Nc1ccccc1N)c1c(C)cc(=O)n(O)c1O,·,?,-7%&-3%,?,-11%&-12%,2%&11%[60.1 µM],·,·,·
CCOC(=O)c1ccc(NC(=O)NC2CC3CCC(C2)N3C(=S)NC)cc1 (configuration not stated),-7%,0%,-1%,0%,-6%,4%,59%,89%[activator],0.0
COc1ccc(CN2CC(C(=O)N3CC(C)CC(C)C3)CC2=O)cc1 (configuration not stated),14%,-13%,0%,56%[activator],-11%,1%,19%,10%,-0.3
COc1ccc(C(=O)N2CCCC(c3nc(-c4cc(OC)c(OC)c(OC)c4)no3)C2)cc1 (configuration not stated),6%,16%,-1%,1%,-16%,11%,3%,23%,-1.0
Cc1ccc(C(C#N)N2CCOCC2)cc1 (configuration not stated),-4%,15%,-8%,-14%,-6%,-5%,5%,1%[58.9 µM],0.1
CCC(=O)NNc1nc2c(C)cc(C)cc2s1,-11%,i,0%,-4%,-11%,-8%,17%,-12%,0.1
CCN(CC(=O)Nc1ccc(NC(C)=O)cc1)C(=O)CCN1C(=O)C2CC=CCC2C1=O (configuration not stated),-6%,0%,·,-14%,·,-8%,·,27%,0.1
COc1cccc(C(=O)Nc2ccccc2C(=O)NC2CC2)c1,2%,0%,2%,86%[activator],-9%,13%,16%,7%,-1.4
CC1CCN(C2=C(NS(=O)(=O)c3ccc(Br)cc3)C(=O)c3ccccc3C2=O)CC1,3%,-29%,-13%,18%,-11%,-17%,35%,7.1µM*,-1.3
O=S(=O)(Nc1ccc2nc(-c3cccc(Cl)c3)oc2c1)c1ccccc1,0%,?,-13%,·,-13%,-7%,15%,14%,1.1
COc1ccc(CCNC(=O)c2ccc3nc[nH]c3c2)cc1,-6%,8%,-4%,-5%,-5%,-14%,-26%,1%,-0.3
CCOC(=O)C1CCCN(C(=O)c2cc3nc(-c4cccc(OC)c4)cc(C(F)(F)F)n3n2)C1 (configuration not stated),·,-18%,-6%,-8%,?,-13%,-12%,21%,0.6
Cc1ncc(CO)c(/C=N/NC(=O)c2cccc(S(=O)(=O)N3CCCC3)c2)c1O,6%,?,·,10%,·,0%,·,-20%,13
CCCCCC(C)NC(=S)NC(=O)c1cc(S(=O)(=O)N2CCOCC2)ccc1C (configuration not stated),1%,?,-12%,-7%,-13%,-7%,-21%,-3%,-1.6
CCc1ccc(S(=O)(=O)Nc2ccc(Cl)cn2)cc1,-8%,0%,-5%,7%,-9%,-7%,52%,-9%,-0.9
CCOc1ccccc1N1CC(c2nc3ccccc3n2Cc2c(C)cc(C)cc2C)CC1=O (configuration not stated),1%,?,-8%,·,-3%,-1%,22%,11%,0.1
O=C(/C=C/c1ccc(S(=O)(=O)N2CCOCC2)cc1)Nc1ccc(F)c(F)c1F,3%[15.4 µM],375%[activator],·,7%,·,-4%,·,-2%,·
Fc1cccc(Cl)c1Cn1ncc2ccccc21,2%,10%,-4%,7%,?,7%,2%,-8%,-0.4
O=C(N/N=C/c1ccccc1Cl)c1[nH]c2ccc(Br)cc2c1-c1ccccc1,?,-9%,-2%,2%,-5%,?,?,79µM*,1.6

# Filtered by structure, the entries above with an NH in an aromatic ring
compound,ERG-DNA inh,ALOX12 inh,BLM inh,APEX1 inh,Anesthetic bind,Pol kappa inh,Pol beta inh,Pol iota inh,TRHR ag
COc1ccc(CCNC(=O)c2ccc3nc[nH]c3c2)cc1,-6%,8%,-4%,-5%,-5%,-14%,-26%,1%,-0.3
O=C(N/N=C/c1ccccc1Cl)c1[nH]c2ccc(Br)cc2c1-c1ccccc1,?,-9%,-2%,2%,-5%,?,?,79µM*,1.6

# Other structures.
compound,ERG-DNA inh,ALOX12 inh,BLM inh,APEX1 inh,Anesthetic bind,Pol kappa inh,Pol beta inh,Pol iota inh,TRHR ag
Clc1ccc2nc(-c3ccc(Br)o3)c(Nc3ccc4c(c3)OCCO4)n2c1,2%,-22%,-5%,·,4%,-6%,32%,-8%,0.6
COc1ccc2c3c(cccc13)C(=O)N(O)C2=O,-14%,-7%,1%,2%,36%[activator],-18%,35µM*,1%,-0.3
O=C(c1ccc(-c2ccccc2)cc1)N1CCN(c2ccccc2F)CC1,-4%,-8%,-7%,5%,-14%,-21%,-18%,-2%,-0.5
CN(C)c1ccc(C2N(c3ccc(Cl)cc3)C(=O)C3CCCN32)cc1 (configuration not stated),?,8%[57.4 µM],0%,11%,-21%,0%,12%,8%,0.1
Cc1cc(C)c2c(-n3cccc3)c(C(=O)NNS(=O)(=O)c3ccc(F)cc3)sc2n1,0%,0%,3%,1%,-22%,-19%,6%,66%[activator],-0.1
O=C(N/N=C/c1ccc(N2CCOCC2)s1)c1ccc(NS(=O)(=O)c2cccs2)cc1,3%,-8%,-19%,-4%,15%,-2%,5%,-5%,0.4
CCOC(=O)C1CCCN(C(=O)C2CCN(S(=O)(=O)CC)CC2)C1 (configuration not stated),·,20%,-1%,2%,-4%,-2%[60.1 µM],7%,13%,-0.8
CS(=O)(=O)N1CCC(Oc2ccccc2C(=O)NCCCc2cccnc2)CC1,-21%,59%[activator],0%,5%,-10%,12%,-12%,8%,-0.2
CC1(C(=O)NC(=S)N(CCC#N)Cc2cccnc2)CC1(Cl)Cl (configuration not stated),·,·,-1%,-7%,1%,·,-2%,·,0.3
COc1ccc(C(=O)Nc2ccc(N3CCCCC3)cc2)cc1Br,2%,13%,-10%,-11%,5%,-7%,3%,17%,0.0
COc1ccc(NS(=O)(=O)c2ccc(-n3nnc4ccccc43)c([N+](=O)[O-])c2)cc1,9%,?,-13%,-3%,-21%,7%,4%,3%,1.7
CCN(c1ncnc2c1cnn2-c1cc(Cl)ccc1C)C1CCCCC1,0%,-16%,-7%,·,34%[activator],-1%[60.1 µM],0%,-10%,-0.1
O=C(Nc1ccccc1)c1cc2ccccc2c(=O)s1,-12%,-9%,-1%,-2%,-6%,-3%,-17%,9%,-0.1
Nc1nc(Cn2nnc(-c3ccccc3F)n2)nc(N2CCOCC2)n1,0%,28%,-2%,0%,4%,-16%,16%,2%,-0.3
CCOC(=O)c1ccc2c(c1)nc(C)n2CC,19%,13%,·,·,·,-13%,·,58%[activator],·
O=C(CCCC(=O)N(CC(=O)NC1CCCCC1)Cc1ccc2c(c1)OCO2)Nc1ccccn1,5%,0%,0%,-1%,-11%,-5%,-13%,6%,-1.6
C=CCSc1nnc(CNC(=O)c2ccccc2C)n1C(C)C,7%,6%,-1%,-4%,-8%,-6%[60.1 µM],-10%,15%,-0.2
COc1ccc2[nH]c(C)c(C(=O)CN(C)C)c2c1,·,20%,-8%,0%,-4%,-5%&-17%,24%,-15%&-25%,-1.2
Cc1ccc(NC(=O)CC(=O)c2ccccc2)cc1C,0%,-10%,-6%,-8%,?,1%,-20%,54%[activator],0.1
CCN1C(=O)/C(=C/c2cnn(CC)c2C)SC1=S,-1%,-11%,-2%,17%,-3%,-2%,27%,-1%,0.7
COc1ccc(Nc2nc(-c3ccccc3)nc3ccccc23)cc1,-2%,0%,-14%,5%,34%[activator],-9%,18%,3%,0.5
C#CCOCCOCCOCCNc1nc(N2CCN(C(=O)[C@H](C(C)C)n3cc(CCO)nn3)CC2)nc(N2CCN(C(=O)[C@H]([C@@H](C)CC)n3cc(CCC(=O)O)nn3)CC2)n1,10%,?,·,·,·,-5%,·,-32%,·
COc1cc(OC)cc(-n2nnnc2SCC(=O)NCc2ccc3c(c2)OCO3)c1,-21%,-4%[57.4 µM],-7%,0%,-14%,-10%,1%,-7%,0.9
COc1ccccc1C(CNC(=O)c1ccco1)N1CCCC1 (configuration not stated),0%,44%[activator],·,-11%,·,-3%,·,-5%,1.0
CNCc1c(C)nn(-c2ccccc2)c1C,-10%,2%,3%,?,0%,-13%,17%,19%,0.3
COc1ccc(N2CCN(C(=O)c3ccccc3NC(=O)C3=C(C)OCCS3)CC2)cc1,1%,-15%,-4%,27%,-2%,-13%,28%,-17%,0.1
COc1ccc(CNC(=S)N/N=C/c2ccc(OC)c(OC)c2)cc1,4%,140%[activator],-12%,7%,61%[activator],-7%,8%,-10%,0.1
Cn1c(-c2ccccc2)cnc1SCC(N)=O,2%,30%[activator],0%,3%,-7%,-7%,9%,10%,0.3
Cc1cn(C(=O)c2ccccc2)c(=S)n1-c1ccc(Br)cc1,0%,-4%,-6%,-1%,-11%,-16%,-1%,7%,1.5
